# Screening data from PubChem BioAssay.
# MT1-MMP act inh = MT1-MMP (human) activation inhibition; P50281; HT1080 RFP-PRO-GFP cells, GFP/RFP ratio fluorescence, overnight; percent of plate control window, DMSO zero; GFP/RFP ratio change, % at 20 µM; hit rate 0.061% among 360,000; AID 651647;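 active means GFP/RFP ratio change of at least 30% with cell ATP level not reduced by more than half and red fluorescence within 50% of control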; further: strong numbers were not always called active
#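 Compound: 20 µM single dose, 1% DMSO / System: HT1080 RFP-PRO-GFP cells / Controls: DMSO and RFP-L50D-GFP cell wells / Read-out basis: GFP/RFP fluorescence ratio / Schedule: overnight compound exposure at 37 °C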
# Tb MetRS inh = blocks T. brucei methionyl-tRNA synthetase activity; hit rate 0.4% among 360,000; inhibition, % at 11.9 µM; purified T. brucei MetRS, ATP depletion, Kinase-Glo luminescence; AID 624268;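 active means inhibition above a per-plate cutoff of the control wells' mean inhibition plus 3 SD, cut at about 5.5% in these data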;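 further: 0% = DMSO wells median and 100% = median of wells with control inhibitor compound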
#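 technique = Kinase-Glo luminescence, ATP depletion format | system = purified MetRS (methionyl-tRNA synthetase) enzyme from Trypanosoma brucei | timing = 15 min preincubation, 2 h reaction, all 25 °C | evaluation = percent inhibition versus plate control medians | dosing = single dose, 11.9 µM final nominal, 0.9% final DMSO | also added = substrates ATP, L-methionine and bulk Escherichia coli tRNA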
# bovine MsrA act = activators of bovine methionine sulfoxide reductase A; purified bovine MsrA, absorbance read-out; activation, % at 10.6 µM; hit rate 0.3% among 360,000; AID 602163; in the data active means activation above about 7.5%;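 further: 0% = vehicle and 100% = reference activator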
# eLon inh = inhibitors of E. coli Lon protease | inhibition, % at 7.94 µM | purified E. coli Lon protease, fluorescence polarization | AID 602123 | P0A9M0 | hit rate 0.42% among 360,000; in the data active means inhibition above about 13%, passing the limit was not always enough;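 further: 0% = enzyme with probe and DMSO and 100% = no enzyme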
# Target sequence (P0A9M0 whole entry, looked up): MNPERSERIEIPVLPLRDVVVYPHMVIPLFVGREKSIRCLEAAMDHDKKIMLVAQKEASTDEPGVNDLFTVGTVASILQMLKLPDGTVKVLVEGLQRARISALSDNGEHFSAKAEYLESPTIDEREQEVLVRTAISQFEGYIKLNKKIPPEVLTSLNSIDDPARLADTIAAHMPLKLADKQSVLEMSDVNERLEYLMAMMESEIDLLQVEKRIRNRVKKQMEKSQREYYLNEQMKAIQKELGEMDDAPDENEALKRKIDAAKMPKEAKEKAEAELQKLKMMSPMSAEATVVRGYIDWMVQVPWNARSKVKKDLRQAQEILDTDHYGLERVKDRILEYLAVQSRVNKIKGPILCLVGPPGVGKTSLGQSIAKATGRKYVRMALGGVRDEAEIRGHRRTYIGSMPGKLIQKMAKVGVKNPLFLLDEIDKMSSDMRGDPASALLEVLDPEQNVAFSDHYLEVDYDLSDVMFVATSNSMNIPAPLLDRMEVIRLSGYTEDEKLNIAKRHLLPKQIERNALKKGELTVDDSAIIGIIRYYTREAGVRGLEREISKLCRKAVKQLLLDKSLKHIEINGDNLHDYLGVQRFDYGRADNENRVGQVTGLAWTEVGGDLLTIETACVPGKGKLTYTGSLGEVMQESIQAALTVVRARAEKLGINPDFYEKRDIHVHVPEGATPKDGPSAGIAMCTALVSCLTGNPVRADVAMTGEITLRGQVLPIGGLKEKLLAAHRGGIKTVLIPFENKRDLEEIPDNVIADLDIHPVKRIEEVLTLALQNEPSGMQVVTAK
# PABP1 MLLE inh = inhibitors of microRNA-mediated deadenylation, human PABP1 MLLE binding; hit rate 0.36% among 360,000; AID 588489; inhibition, % at 20 µM; GST-MLLE / FITC-PAM2 fluorescence polarization; in the data active means inhibition above about 35%, passing the limit was not always enough;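 further: plate controls were DMSO wells with GST-MLLE for no effect and wells lacking GST-MLLE protein for full effect; some results filed as inactive read as strong as hits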
# MsrA inhibitor = inhibits bovine methionine sulfoxide reductase A. purified bovine MsrA, absorbance read-out. inhibition, % at 15.5 µM. hit rate 0.75% among 360,000; in the data active means inhibition above about 4.5%;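 further: 0% = vehicle wells with enzyme and 100% = reference inhibitor wells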
# SKN-1 block = blocks SKN-1 activity in C. elegans. C. elegans VP596 Pgst-4::GFP/RFP ratio, acrylamide-induced, 24 h. inhibition, % at 21.8 µM. hit rate 0.49% among 360,000. AID 624304;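 active means interference check ratio from 0.5 to 1.5 plus GFP to RFP signal ratio inhibition reaching or exceeding a fixed threshold, cut at about 30% in these data, passing the limit was not always enough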; further: some compounds called inactive have numbers as strong as hits
# NRP1-CendR mod = NRP-1/CendR interaction modulation; O14786; FAM-RPARPAR peptide binding to NRP-1, fluorescence polarization; inhibition, % at 25 µM; hit rate 0.85% among 360,000; AID 602438;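 active means inhibition or corrected inhibition above about 18%, plus a signal ratio from 0.5 to 1.5, limit read from the data, passing the limit was not always enough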; further: strong numbers were not always called active
# FAS-TE inh = blocks the thioesterase domain of human fatty acid synthase. recombinant FAS-TE, OMFH fluorogenic substrate, fluorescence endpoint. hit rate 0.67% among 360,000. inhibition, % at 15 µM;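 active means compounds whose normalised, plate-corrected inhibition of enzyme fluorescence in the single-dose primary screen is 50% or more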;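 further: 0% = DMSO with enzyme and 100% = substrate without enzyme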
# An asterisk follows results filed as active. Random draw from the library, and some 4% of all compounds hit somewhere here.
SMILES,MT1-MMP act inh,Tb MetRS inh,bovine MsrA act,eLon inh,PABP1 MLLE inh,MsrA inhibitor,SKN-1 block,NRP1-CendR mod,FAS-TE inh
Cc1nnc(-c2cnn(C)c2N)n1Cc1cccc(Cl)c1,1,-1.1,-10,-9,-17,0.7,-10,6,-17
CC1=CCC2COC(c3ccc[n+](Cc4ccccc4)c3)C1C2 (stereo not given),2,-0.4,-6,6,-5,0.8,4,21,-11
O=C(CC1C(=O)NCCN1Cc1cccc(Oc2ccccc2)c1)NCCc1cscn1 (stereo not given),-3,-0.5,-1,5,6,-0.6,-3,0,0
c1ccc(OCc2nc3ccccc3[nH]2)cc1,1,0.9,-2,2,-4,0.2,2,-15,-6
Cc1nn(C)c(N)c1[N+](=O)[O-],0,0.0,-3,8,-1,0.5,-8,8,-6
O=C(CNCC1CCCO1)Nc1ccccc1N1CCOCC1 (stereo not given),1,-1.0,-6,-4,6,-0.8,4,-3,-7
COc1cccc(NC(=O)c2ccccc2)c1,-1,0.1,-3,-1,4,-0.5,-4,10,-8
COC(=O)c1ccc(OCC(O)CN2CCN(C(=O)c3ccco3)CC2)cc1 (stereo not given),2,-0.4,1,0,0,0.5,11,4,-6
Cc1cc2cc(C)c3nnc(SCC(=O)NCc4ccco4)n3c2cc1C,8,-0.9,-8,-4,-85,0.1,-4,-98,-2
COc1ccccc1NC(=O)COc1coc(CN2CCN(c3ccccc3)CC2)cc1=O,0,-0.6,-11,10,7,-1.0,-2,8,-9
O=c1[nH]c(CN2CCN(c3ccc([N+](=O)[O-])cc3)CC2)nc2ccsc12,5,-0.3,-4,3,-14,3.1,-23,-17,0
CCN=c1scc(-c2ccc(F)cc2)n1/N=C/c1ccccn1,1,-1.0,-4,-3,24,0.2,45*,8,11
Cc1cccc(-n2cc(C#N)c(=O)[nH]c2=O)n1,1,0.0,-3,-4,-12,1.0,-3,5,-8
CC(C)[C@H](NS(=O)(=O)c1ccccc1)C(=O)OCC(=O)Nc1ccc2c(c1)OCO2,2,-0.8,-4,-17,3,-0.2,-2,-2,-10
CC(C)C[C@H](NC(=O)c1nc[nH]c1C(=O)NC(c1ccccc1)c1ccccc1)C(=O)OCc1ccccc1,-23,0.1,-1,-5,6,0.5,13,16,17
COc1ccc(OC)c(S(=O)(=O)n2cnc3ccccc32)c1,3,-0.4,-2,1,4,2.0,-18,5,-2
CN(CC(=O)Nc1ccc(Cl)c(S(=O)(=O)N2CCOCC2)c1)C(=O)c1ccc(C#N)cc1,-1,-0.3,-2,-11,6,0.1,2,-8,-4
Cc1cccc(NC(=S)NC2CCSc3ccccc32)c1 (stereo not given),5,-0.6,-9,6,-29,0.2,-18,0,26
COc1cccc(CN2CCN(c3ncccn3)CC2)c1OC,6,-1.0,-13,0,-7,-0.1,8,-23,-3
Nn1c(SCc2cccc(Br)c2)nnc1-c1ccncc1,2,0.3,-3,-1,-9,-0.6,1,-5,-1
O=C(CCCN1C(=O)/C(=C/c2ccccc2)SC1=S)Nc1cccc(O)c1,4,-0.2,-3,7,20,-0.8,18,5,27
Cc1ccc(S(=O)(=O)N2CCOCC2)cc1NC(=O)CSc1nc2ccccc2c(=O)n1Cc1ccccc1,-3,-0.7,-8,-5,-54,1.4,5,-3,50*
OCCSc1nncn1/N=C/c1c[nH]c2ccccc12,0,0.1,-2,-7,1,0.5,-23,-8,-5
CC1Sc2ccc(S(=O)(=O)NCCc3ccc(Cl)cc3)cc2NC1=O (stereo not given),0,0.0,-2,-2,-4,-0.1,7,-9,16
O=C(C1CCCN(S(=O)(=O)c2ccc(F)cc2)C1)N1CCCCC1 (stereo not given),4,-0.2,1,1,2,0.4,11,-2,-4

# Going on with the list:
SMILES,MT1-MMP act inh,Tb MetRS inh,bovine MsrA act,eLon inh,PABP1 MLLE inh,MsrA inhibitor,SKN-1 block,NRP1-CendR mod,FAS-TE inh
CC(C)(C)S(=O)(=O)N1Cc2ccc(CO)cc2[C@@H]1CCO,1,0.9,-2,-6,1,-0.6,15,7,-11
CCCCCOc1ccc(C2C(C(=O)c3ccc(C)o3)=C(O)C(=O)N2c2cc(C)on2)cc1 (stereo not given),-3,0.3,-1,-4,-8,1.3,17,-28,-10
COc1cc(-c2cc3nc(NCc4cccc(Cl)c4)ccn3n2)cc(OC)c1OC,18,0.3,2,-4,-2,1.0,14,-7,18
Cc1c(NC(=S)Nc2ccc(Cl)cc2)c(=O)n(-c2ccccc2)n1C,5,-0.3,-2,13,20,2.1,14,9,-2
COc1ccc(Cc2nn3c(-c4ccccc4OC)nnc3s2)cc1,-5,-0.9,0,9,-39,0.2,-7,-5,-2
C/C(N)=C(/C#N)C(=O)COC(=O)COc1ccc(Cl)cc1C,0,0.7,-2,0,-3,0.1,17,-11,15
Cc1oc(S(=O)(=O)N2CCCCC2)cc1NC(=O)Nc1ccccc1,3,5.0,1,2,8,1.0,-7,13,3
COc1cccc(/C=N/Nc2ncnc3c2[nH]c2ccc(C)cc23)c1OC,11,-0.7,-12,5,-7,-1.9,36,-17,6
CCC(C(=O)NCc1cccc(C)c1)n1nc(C)c2c(C)n(-c3ccccc3)nc2c1=O (stereo not given),1,-0.2,-4,4,0,0.0,0,22,6
CCOC(=O)c1c(NC(=O)/C=C/C(=O)O)sc(C)c1-c1ccc(C(C)(C)C)cc1,-12,-0.4,-5,-5,19,1.9,7,-93,30
Cc1ccccc1-n1c(=S)[nH]c2nc3c(cc2c1=O)COC(C)(C)C3,-2,-0.7,-3,-4,33,2.0,-4,-3,-5
CN(C)CCCN(C(=O)c1cc(-c2cccs2)nc2ccccc12)c1nc2c(F)cccc2s1,-1,-0.5,-2,0,2,-0.7,-2,6,21
O=C(NCCCn1ccnc1)/C(=C\c1cccnc1)NC(=O)c1cccc(Br)c1,2,5.0,-4,-3,-5,0.0,-2,-4,-7
c1ccc(Cc2ccc(OCCn3ccnc3)cc2)cc1,-6,-0.4,-3,-4,-1,0.3,7,2,-3
CCOC(=O)Cc1cc(=O)n2[nH]c(-c3ccc(Cl)cc3)cc2n1,-3,-0.6,-4,-3,5,-0.5,9,-20,-9
Cc1ccc(C)c(CSC2=NN3CCCC(=O)N=C3S2)c1,-3,-1.1,-7,-4,1,-0.7,-4,-11,5
COC(=O)c1ccccc1NC(=O)N1CCc2ccc(NC(=O)c3ccccn3)cc2C1,2,-1.0,-5,-5,17,0.8,7,-11,21
CC(=O)c1c(C)n(-c2ccccc2)c2ccc(OCC(O)CN3CCOCC3)cc12 (stereo not given),0,-0.7,-1,-10,-6,0.7,11,4,-6
CCC(C)(C)NS(=O)(=O)c1cc(CN2C(=O)c3cccnc3C2=O)ccc1OC,-4,-1.3,-7,-6,6,-0.8,-16,6,-4
CCCNC(=O)Cn1cnc2sc(C(=O)NCCN(CC)CC)c(C)c2c1=O,3,-0.7,-5,5,-3,0.1,3,-7,-7
CCN(CCO)Cc1csc2c(Br)cccc12,-7,-1.3,-9,-9,10,0.5,-1,-1,-7
Cn1cnc(S(=O)(=O)Nc2ccc(C(F)(F)F)cc2)c1,-1,-1.0,-4,-4,-8,-0.1,28,1,-7
CC1=C(C(=O)OCc2ccccc2)C(c2ccsc2)NC(=O)N1C (stereo not given),1,-1.6,-11,8,-9,1.6,1,8,-5
Cc1ccc2c(c1)sc1nc(=O)n(-c3ccccc3)c(=O)n12,1,-0.2,-4,10,5,-1.2,-1,4,-8
O=C(COC(=O)c1ccc(Br)o1)NCC1CCCCC1,-1,0.1,-1,4,-6,0.0,6,9,-5

# 3 compounds from above, arranged by the number in PABP1 MLLE inh, smallest number first.
Structure,PABP1 MLLE inh
COc1cccc(/C=N/Nc2ncnc3c2[nH]c2ccc(C)cc23)c1OC,-7
CCC(C)(C)NS(=O)(=O)c1cc(CN2C(=O)c3cccnc3C2=O)ccc1OC,6
Cc1oc(S(=O)(=O)N2CCCCC2)cc1NC(=O)Nc1ccccc1,8

# The listing continues:
SMILES,MT1-MMP act inh,Tb MetRS inh,bovine MsrA act,eLon inh,PABP1 MLLE inh,MsrA inhibitor,SKN-1 block,NRP1-CendR mod,FAS-TE inh
Cc1ccc(-c2cc(C(=O)NCc3ccccn3)c3ccccc3n2)cc1C,0,-0.6,-2,-1,9,0.0,24,0,7
Cc1occc1C(=O)Nc1cccc(Cn2cccn2)c1,-2,-1.1,-8,-14,13,-0.6,5,-9,-6
N#Cc1nc(-c2cccc(Cl)c2)oc1N1CCC(C(N)=O)CC1,-1,-0.7,-2,2,7,2.4,10,3,0
O=C(Nc1ccc(CN2CCOCC2)cc1)c1ccc(Cl)cc1,4,0.0,-1,0,-3,-0.4,24,0,-5
COc1ccccc1CNCC(=O)Nc1cc(S(=O)(=O)N2CCCCC2)ccc1C,3,-0.3,-3,0,3,-0.2,15,3,1
O=C(OCc1nc2ccsc2c(=O)[nH]1)c1cccc(S(=O)(=O)N2CCOCC2)c1,2,-0.1,-3,5,-9,-0.5,3,-22,-4
COc1ccccc1C(=O)Nc1ccnn1C1CCN(C/C=C/c2ccccc2)CC1,-2,-0.2,-2,3,-2,-0.1,12,13,-3
COc1ccccc1Cc1c(-c2ccc(OC)c(OC)c2)nc2c(C)cc(Br)cn12,-4,-0.4,-2,-8,7,-0.5,3,-2,16
O=C(CN1CCC(C(=O)c2ccc(Cl)cc2)CC1)NC1CCCC1,3,-1.1,-2,-3,-13,0.0,2,5,-1
O=S(=O)(c1ccc(Br)cc1F)N1CCC(O)CC1,3,-0.5,-3,-8,2,-0.4,23,-3,-6

# Exported with bars between the fields: part of the list above.
structure | MT1-MMP act inh | Tb MetRS inh | bovine MsrA act | eLon inh | PABP1 MLLE inh | MsrA inhibitor | SKN-1 block | NRP1-CendR mod | FAS-TE inh
N#Cc1nc(-c2cccc(Cl)c2)oc1N1CCC(C(N)=O)CC1 | -1 | -0.7 | -2 | 2 | 7 | 2.4 | 10 | 3 | 0
O=C(Nc1ccc(CN2CCOCC2)cc1)c1ccc(Cl)cc1 | 4 | 0.0 | -1 | 0 | -3 | -0.4 | 24 | 0 | -5

# Taken from above:
# For FAS-TE inh, `O=C(Nc1ccc(CN2CCOCC2)cc1)c1ccc(Cl)cc1` is listed with -5
# For FAS-TE inh, `COc1ccccc1CNCC(=O)Nc1cc(S(=O)(=O)N2CCCCC2)ccc1C` is listed with 1
# For Tb MetRS inh, `Cc1occc1C(=O)Nc1cccc(Cn2cccn2)c1` is listed with -1.1
# For FAS-TE inh, `N#Cc1nc(-c2cccc(Cl)c2)oc1N1CCC(C(N)=O)CC1` is listed with 0
